# Compound activity (PubChem BioAssay)
# tuberculosis growth = growth inhibition of non-replicating M. tuberculosis (AID 488890). Mycobacterium tuberculosis non-replicating, growth inhibition; higher % means a stronger effect. one-dose inhibition, % at 25 µM; IC50 in µM for titrated hits. 0.39% of 320,000 active; in the data active = a potency from the dose series; inconclusive = inhibition mostly from about 82% at the one dose, without a potency; inactive = the rest, 99 in 100 with inhibition below about 76%;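 note: plate controls were DMSO cells for no effect and high antibiotic wells for full effect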
# H37Rv inhibition = M. tuberculosis growth inhibition, HTS (AID 449762); inhibition, % at 25 µM, or IC50 in µM where a hit was titrated; M. tuberculosis H37Rv growth inhibition, 7H9 media; higher % means a stronger effect; 0.59% of 330,000 active; in the data active = a potency from the dose series; inconclusive = inhibition above about 70% without an active follow-up result;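 note: bacterial growth assessed after seven days of incubation; strong numbers were not always called active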
# inhibitors of VEEV = inhibitors of VEEV TC-83 cytopathic effect, confirmation, Vero cells (AID 588727). one-dose inhibition, % at 20 µM; IC50 in µM for titrated hits. 0.13% of 350,000 active. Vero cells, VEEV TC-83 cytopathic effect inhibition; higher % means a stronger effect; in the data active = a potency from the dose series; inconclusive = inhibition mostly from about 14% at the one dose, without a potency; inactive = the rest, 99 in 100 with inhibition below about 12%; note: strong numbers were not always called active
# Salmonella PhoP GFP = PhoP regulon inhibitors, Salmonella typhi PhoP promoter GFP reporter, confirmatory (AID 1850). Salmonella Typhi PhoP-promoter GFP reporter, fluorescence, 4 h; higher % means a stronger effect. inhibition, % at 50 µM; hits with a dose series show IC50 in µM. 0.33% of 310,000 active; in the data active = a potency from the dose series; inconclusive = inhibition mostly from about 25% at the one dose, without a potency; inactive = the rest, 99 in 100 with inhibition below about 19%;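 note: 0% = induced wells with vehicle and 100% = uninduced wells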
# influenza NS1A = H1N1 influenza NS1A inhibitors, functional cell based assay (AID 504329). NS1A functional cell-based assay, percent inhibition; higher % means a stronger effect. inhibition, % at 12.5 µM; hits with a dose series show IC50 in µM. 0.3% of 340,000 active; in the data active = a potency from the dose series; inconclusive = inhibition above about 27% without an active follow-up result; note: strong numbers were not always called active
# inhibitors of VEEV 10K pilot screen = second read-out of inhibitors of VEEV, no call of its own (marks repeat the call); inhibition, %; measured here: 10K pilot screen inhibition
# The depositor's hits bear a star; i = inactive; ? = inconclusive; / = no result given; & = joins results of further samples.
SMILES,tuberculosis growth,H37Rv inhibition,inhibitors of VEEV,Salmonella PhoP GFP,influenza NS1A,others
CCc1ccc(NC(=O)COC(=O)/C=C/c2ccco2)cc1,67%,5%,1.9%,/,-1%,
CS(=O)(=O)NCCNC(=O)c1cc(OCC(F)(F)F)ccc1OCC(F)(F)F,5%,-2%,0.1%,-6%,-2%,
O=C(CNC(=O)c1ccc(Cl)cc1)c1ccccc1,75%,-1%,1.2%,1%,0%,
Cc1ccc2[nH]c3c(=O)n(CCCN4CCN(C)CC4)cnc3c2c1,3%,4%,3.6%,5%,3%,
CCN(CC)CCN(C(=O)c1ccc([N+](=O)[O-])cc1)c1nc2c(OC)cccc2s1,9%,2%,0.1%,16%,-2%,
S=C(NCCc1ccccn1)Nc1ccc(Cl)cc1,39%,0%,3.1%,6%,-5%,
O=C(OCC(=O)N1CCc2ccccc2C1)c1c(F)cccc1Cl,22%,-2%,7.6%,/,-5%,
Cc1nc(SCC(=O)CC(=O)OC(C)C)c(C#N)c(C)c1C,8%,13%,1.2%,0%,-26%,
CN(C)c1ccc(N=Nc2ccccc2C(=O)OCC(=O)N(C)C2CCCCC2)cc1,?,?,i,0%,11%,
CCn1cc(/C=N/O)c(C)n1,-11%,-1%,1.8%,-8%,0%,
O=C(Nc1ccncc1)Nc1cccc(F)c1,-10%,-5%,0.2%,-8%,0%,
Cn1c(CN2CCN(C(=O)c3ccccc3)CC2)nc2cc([N+](=O)[O-])ccc21,-4%,-1%,0.6%,-3%,11%,inhibitors of VEEV 10K pilot screen=0.4
COc1ccc(-c2nc(CCl)cs2)cc1,/,0%,2.0%,-1%,-7%,
COc1ccccc1-n1c(SCC(=O)N2CCCCC2)nc2cccnc21,-8%,-4%,0.2%,3%,6%,
O=C(N/N=C\c1ccccc1F)c1ccc(-c2ccccc2)cc1,-2%,0%,i,-4%,-7%,
COc1ccc(NC(=O)CC(C(=O)O)C(C)c2ccccc2)cc1 (configuration not stated),-11%,-7%,0.5%,-3%,-4%,
COc1cc2c(cc1OC)C(c1cccc([N+](=O)[O-])c1)=NCC2,-5%,-2%,i,-4%,5%,
O=C(COc1ccc2ccccc2c1)NN1C(=O)c2ccccc2C1=O,-12%,2%,1.9%,-8%,-9%,
Cc1ccc(/C=C(\C#N)C(=O)Nc2cccc3ncccc23)o1,-7%,-5%,3.0%,-7%,0%,inhibitors of VEEV 10K pilot screen=5.5
COc1cc(/C=N/NC(=O)CC#N)ccc1Oc1nc(Cl)ncc1F,1%,3%,1.2%,1%,21%,
O=C1c2ccccc2NC(c2cn[nH]c2-c2ccc(Cl)cc2)N1O (configuration not stated),-8%,4%,i,-3%,6%,
O=C1C=C2C=C[C@@H]3CC2(O1)[C@H]1CCCCN31,-1%,1%,3.3%,1%,0%,
C=CCn1c(=NC(=O)C2COc3ccccc3O2)sc2cccc(OC)c21 (configuration not stated),-5%,3%,5.7%,2%,18%,
COc1cccc(C2CC(C(F)(F)F)n3ncc(C(=O)NCC4CCCO4)c3N2)c1 (configuration not stated),5%,4%,0.1%,0%,3%,
Cc1ccc(C)c(OCCC(=O)OCC(=O)N(C)c2c(N)n(Cc3ccccc3)c(=O)[nH]c2=O)c1,21%,-1%,4.4%,10%,4%,
O=C(CC(Nc1ccccc1)C(=O)O)c1ccccc1 (configuration not stated),29%,2%,1.1%,9%,14%,
NNC(=O)c1oc2nc(-c3ccccc3)cc(-c3ccco3)c2c1N,-30%,-2%,12%,3%,/,
CP(=O)(Nc1cc(Cl)ccc1Cl)c1nc2c(s1)CCCC2 (configuration not stated),15%,-1%,0.9%,14%,2%,
CC(C)N(C(=O)[C@H]1C[C@H](CC(=O)NCCN2CCOCC2)C(=O)N2CCc3c([nH]c4ccc(Cl)cc34)[C@]12C)C(C)C,/,/,0.2%,/,-15%,
COc1ccc(CNC(=O)C2C3C=CC4(CN(Cc5cccnc5)C(=O)C24)O3)cc1 (configuration not stated),-2%,10%,0.0%,-3%,-1%,
CCN(CC)c1ccc(/C=N/Nc2nc(C)cc(C)n2)c(O)c1,71%,12%,8.2%,4%,19%,
CCN(CC)CCN(Cc1cc2cc3c(cc2[nH]c1=O)OCO3)C(=S)NCCOC,2%,-5%,0.2%,-6%,-6%,
COc1ccc([C@@H]2CC(=O)c3c(O)cc(O)cc3O2)cc1O,-1%,-6%,5.7%,-8%,4%,
CCCCNC(=O)C1C2C=CC3(CN(Cc4ccccc4Cl)C(=O)C13)O2 (configuration not stated),-4%,-1%,5.2%,-4%,15%,
O=C(C1=C(O)C(=O)N(Cc2cccnc2)C1c1ccccn1)c1cccs1 (configuration not stated),1%,-8%,i,5%,-3%,
O=S(=O)(Cc1cc(Oc2ccccc2)nc(-c2ccccc2)n1)c1ccccc1,-6%,4%,6.7%,8%,-2%,
O=C(Nc1ccc2oc(-c3ccncc3)nc2c1)c1ccccc1,-10%,4%,i,-1%,2%,
Cc1cc(C)n(CC(=O)N/N=C/c2ccco2)n1,-11%,-4%,3.6%,8%,-3%,
CCc1cc2c(=O)[nH]cnc2s1,-6%,-2%,2.2%,1%,-1%,
Nc1nc2n(n1)C(=O)CC(c1ccccc1[N+](=O)[O-])N2 (configuration not stated),0%,-6%,0.6%,-5%,-7%,

# Already shown: six of the compounds above.
SMILES,tuberculosis growth,H37Rv inhibition,inhibitors of VEEV,Salmonella PhoP GFP,influenza NS1A,others
O=C(C1=C(O)C(=O)N(Cc2cccnc2)C1c1ccccn1)c1cccs1 (configuration not stated),1%,-8%,i,5%,-3%,
O=S(=O)(Cc1cc(Oc2ccccc2)nc(-c2ccccc2)n1)c1ccccc1,-6%,4%,6.7%,8%,-2%,
O=C(Nc1ccc2oc(-c3ccncc3)nc2c1)c1ccccc1,-10%,4%,i,-1%,2%,
Cc1cc(C)n(CC(=O)N/N=C/c2ccco2)n1,-11%,-4%,3.6%,8%,-3%,
CCc1cc2c(=O)[nH]cnc2s1,-6%,-2%,2.2%,1%,-1%,
Nc1nc2n(n1)C(=O)CC(c1ccccc1[N+](=O)[O-])N2 (configuration not stated),0%,-6%,0.6%,-5%,-7%,

# Later entries.
SMILES,tuberculosis growth,H37Rv inhibition,inhibitors of VEEV,Salmonella PhoP GFP,influenza NS1A,others
CNC(=O)N(O)C1N(c2ccccc2)C(=S)SC1(C)C (configuration not stated),18%,0%,i,2%,0%,
CCOC(=O)c1c(/N=C/N(C)C)sc(/C=N/Nc2ccccc2)c1-c1ccccc1,2%,4%,8.1%,-9%,4%,inhibitors of VEEV 10K pilot screen=5.9
CC1(C)S[C@@H]2[C@H](NC(=O)Cc3ccccc3)C(=O)N2[C@H]1C(=O)O,-12%&-8%,6%&-10%,0.9%&1.0%,-3%&22%&0%,1%&-11%,
CCCCOCCCNCC(=O)Nc1ccc(S(N)(=O)=O)cc1,8%,-3%,0.8%,-1%,9%,
CN(C(=O)c1ccc(NC(=O)Cc2cccc(NC(=O)C3CCCN(C(=O)C4CC4)C3)c2)cc1)C1CCCC1 (configuration not stated),27%,1%,0.8%,/,-10%,
Cc1ccc(NC(=O)CCc2c(C)nc3ncnn3c2C)cc1,8%,4%,1.2%,-3%,-3%,
Cc1ccc(NC(=S)NCCN2CCOCC2)cc1,-16%,0%,1.0%,-8%,3%,
C[N+]1(C2CCC3CCC2C3O)CCCC1 (configuration not stated),1%,4%,0.3%,-4%,-7%,
O=C(CSc1nc2ccccc2n1CCc1ccccc1)N1CCOCC1,-14%,5%,0.1%,0%,-5%,
Cc1ccc2oc(=O)cc(CN3CCC(C)CC3)c2c1,17%,5%,i,1%,-5%,
CCCCc1nc2cc(C(=O)N3CCC(OC)CC3)ccc2o1,-3%,-13%,0.3%,-1%,4%,
O=C(C1CCN(Cc2cc(Cl)ccc2O)CC1)N1CCN(Cc2ccccc2)CC1,13%,2%,1.1%,-9%,-10%,
COc1ccc(-c2nn(-c3ccccc3)cc2CO)cc1OC,11%,23%,7.1%,-13%,3%,
Fc1ccc(-c2[nH]ncc2-c2nnnn2-c2ccccc2)c(F)c1,4%,-2%,3.9%,8%,3%,inhibitors of VEEV 10K pilot screen=1.0
O=C(COC(=O)c1cccnc1)Nc1ccccc1,1%,2%,1.4%,14%,-6%,
CC(C)(C)OC(=O)N1CCCC1C(=O)N1CCc2ccccc21 (configuration not stated),4%,-8%,3.2%,7%,4%,
O=C1[C@H]2[C@H](C=CC[C@H]2C(=O)N2CCOCC2)CCN1Cc1ccc(Cl)c(Cl)c1,9%,12%,/,-10%,/,
CSc1cccc(NC(=O)C2CCCN(c3ncnc4c3nc3n4CCCCC3)C2)c1 (configuration not stated),21%,?,8.8%,-6%,1%,
O=C(Nc1nc(N2C(=O)c3ccccc3C2=O)n(-c2ccccc2)n1)c1ccc(Cl)cc1,7%,2%,1.0%,2%,11%,
CCCCc1ccc(NC(=O)CN(C)CC(=O)Nc2ccccc2Cl)cc1,?,?,i,8%,-22%,

# The closing three compounds of the part above come first, to join the parts.
SMILES,tuberculosis growth,H37Rv inhibition,inhibitors of VEEV,Salmonella PhoP GFP,influenza NS1A,others
CSc1cccc(NC(=O)C2CCCN(c3ncnc4c3nc3n4CCCCC3)C2)c1 (configuration not stated),21%,?,8.8%,-6%,1%,
O=C(Nc1nc(N2C(=O)c3ccccc3C2=O)n(-c2ccccc2)n1)c1ccc(Cl)cc1,7%,2%,1.0%,2%,11%,
CCCCc1ccc(NC(=O)CN(C)CC(=O)Nc2ccccc2Cl)cc1,?,?,i,8%,-22%,
CC12OC1C1(O)CCCC1=CC2=O (configuration not stated),-7%,3%,/,-2%,/,
O=C1OCCC1Sc1nc2ccccc2n1-c1ccccc1 (configuration not stated),-2%,-6%,0.3%,3%,-8%,
CCN(CC(=O)Nc1ccccc1OC)C(=O)C1CC2C=CC1C2 (configuration not stated),8%,-18%,0.3%,3%,2%,
CC(=O)c1ccc(N2CCN(C(=O)CCC(=O)Nc3ccc4nc(N5CCN(C)CC5)cc(C)c4c3)CC2)cc1,26%,-4%,1.1%,8%,3%,
Cc1cc(S(=O)(=O)NCc2ccncc2)c(C)cc1Br,15%,3%,i,1%,0%,
CCOC(=O)/C=C1\SCC(=O)N1CC(=O)NC(C)c1ccccc1 (configuration not stated),6%,-6%,0.2%,-23%,-3%,
NC(=O)c1ncn([C@@H]2O[C@H](CNCc3ccc(OCC(=O)Nc4nccs4)cc3)[C@@H](O)[C@H]2O)n1,/,/,0.1%,/,-7%,
O=C(Nc1ccc2c(c1)OCO2)c1ccc(S(=O)(=O)N2CCCC2)cc1,20%,-8%,2.8%,1%,-12%,
CC(=O)Nc1ccc(NC(=O)CSC2=NS(=O)(=O)c3cc(F)ccc3N2)cc1,-1%,0%,i,11%,1%,
O=C(CN1CCN(Cc2ccc3c(c2)OCO3)CC1)N1CCc2[nH]c3ccc(F)cc3c2C1,?,?,7.1%,-8%,22%,
CN(C)c1ccc(C(C(=O)NC2CCCCC2)N(Cc2ccco2)C(=O)c2snc(C(N)=O)c2N)cc1 (configuration not stated),64%,4%,6.7%,13%,6%,
COc1ccc(/C=N/Nc2nc3ccccc3[nH]2)c(OC)c1OC,21%,3%,12%,7%,9%,
O=C(Nc1nncs1)C12CC3CC(CC(Cl)(C3)C1)C2,61%,-7%,0.6%,6%,-1%,
CCOC(=O)Cn1cnc2c(nnn2-c2ccc(OC)cc2)c1=O,-7%,-2%,i,-1%,3%,
O=C(COC(=O)c1ccccn1)NNC(=O)c1ccc([N+](=O)[O-])cc1,0%,48%,0.9%,-7%,-1%,
Cn1cc(C(=O)C(=O)N2CCc3ccccc32)c2ccccc21,-7%,-10%,6.8%,4%,-6%,
CCCCCn1nc(C)c2c(C)cc(=O)[nH]c21,-4%,6%,1.5%,-11%,3%,
C/C(=N\OC(=O)c1c(-c2ccccc2Cl)noc1C)c1ccncc1,8%,16%,1.1%,0%,-8%,
CCOc1ccccc1NC(=O)CCNC(=O)Cn1ccc2ccccc2c1=O,3%,1%,0.1%,7%,1%,
Cc1ccccc1N=C(NO)c1cccnc1,3%,4%,0.0%,-10%,-3%,
COc1ccc(OC)c(NC2=C(Cl)C(=O)N(Cc3ccccc3)C2=O)c1,36%,10%,1.5%,3%,8%,
CC(C)Cc1cc(C(=O)N2CCN(c3ccc(F)cc3)CC2)no1,29%,-7%,i,-2%,-20%,
CN(Cc1ccccc1)CC(O)COc1ccc(CNCCc2cccnc2)cc1 (configuration not stated),20%,0%,i,10%,-18%,
CCn1c(CNC(=O)c2cccc(C)c2)nnc1SCC(=O)N1CCOCC1,-8%,1%,2.5%,-2%,-15%,
